Dynein transport – dynein cargo transport inhibition | 3617.4 mouse cells, GR-EGFP nuclear translocation imaging; test concentration mostly 20 µM; stimulated with dexamethasone, 1 µM; active compounds read low | z-score, hits read low | 220,000 tested, 0.47% active;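 active = plate z-score of nuclear minus cytoplasmic receptor signal below a set negative limit, without overly bright fluorescence or cell loss, cut at about -3.5 in these data, passing the limit was not always enough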;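 note: z-score of nuclear minus cytoplasmic ring GR-EGFP intensity difference per well; some compounds called inactive have numbers as strong as hits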
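Buffer or medium – tet-free medium with charcoal-stripped serum · Signal – automated 10x imaging of fixed Hoechst-stained cells · Also added – dexamethasone agonist, 1.0 µM final, for 30 min · Incubation – induction 48 h, compound 1 h, agonist 30 min · Read-out – GR-EGFP nuclear translocation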
Ins promoter up – MIN6 insulin promoter up-regulation | 190,000 tested, 0.3% active | z-score at 5 µM | MIN6 insulin promoter-GFP reporter, high-content imaging; active compounds read high | AID 1625;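 active = z-score above 3 at 5 µM with at least 500 cells counted in the well; inconclusive = wells under 500 cells, flagged as cytotoxic or low count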
XIAP antagonists – small molecules displacing peptide from XIAP – biochemical, IAP family, fluorescence polarization (AID 1018); 200,000 tested, 0.007% active; XIAP BIR domain, fluorescence polarization peptide displacement; higher % means a stronger effect; displacement, % at 20 µM, or IC50 in µM where a hit was titrated; in the data active = displacement above about 50%; note: a part of the inactive calls stands beside numbers as strong as those of hits
MT stabilizer – microtubule stabilizers in HeLa cells | HeLa tubulin immunostaining HCS, 24 h; share of cells brighter than vehicle mean+2SD | % tubulin-high responders, % at 10 µM | 200,000 tested, 0.83% active;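 active = plate Z-score above 3 for both tubulin-high and condensed-nucleus cell shares, with cell loss under 80%, at 10 µM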;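 note: anti alpha tubulin signal scored within the nucleus-defined area of each cell; some results filed as inactive read as strong as hits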
Autophagy HCS – modulators of autophagy; MEF GFP-LC3 puncta imaging; test concentration mostly 10 µM; calls only at 10 µM (by protocol); 190,000 tested, 0.98% active; AID 463193;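 active = percentage of spot-positive cells more than 3 SD above its plate mean, without a fluorescence outlier flag or 80% toxicity; inconclusive = no clear call, values can overlap the other calls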;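 note: spot-positive cell cutoff set from DMSO-treated cells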
Hep lipid drop – modulators of hepatic lipid droplet formation. AML12 mouse hepatocytes, oleate lipid droplets, BODIPY imaging. inhibition, % at 6.5 µM. 240,000 tested, 0.4% active. AID 1656;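 active = lipid droplet intensity inhibited by at least 50%, with more than 500 cells counted; inconclusive = wells with under 300 cells, treated as cytotoxic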
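Test system: AML12 hepatocytes (mouse); reagent: oleate loading, 100 µM; dosing: one dose, 6.5 µM compound; incubation: overnight exposure; signal: fluorescence imaging, 20x objective, two fields per well; read-out basis: % inhibition of corrected integrated BODIPY droplet signal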
WT yeast gro inh – growth inhibition of WT yeast, mitochondrial fusion screen; 190,000 tested, 2.1% active; inhibition, % at 10 µM; AID 1362; mitochondrial fusion phenotypic screen, WT strain; in the data active = inhibition above about 58%; tested in S. cerevisiae
ER stress rescue – rescue of cells from ER stress-induced death, primary screen, 384-well, CSM14.1, thapsigargin, ATP luminescence (AID 1222). CSM14.1 thapsigargin-induced death rescue, ATP luminescence; higher % means a stronger effect. one-dose cellular ATP content (survival), % at 20 µM; EC50 in µM for titrated hits. 190,000 tested, under 10 active;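 active = EC50 below 50 µM in the dose-response confirmation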;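 note: death triggered by thapsigargin at about 15 µM added after 2 h compound pretreatment; cell ATP read after overnight thapsigargin exposure of roughly 18 to 22 hours; normalized against plate controls of thapsigargin alone and 5% DMSO vehicle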
bCat nuc transl – beta-catenin nuclear translocation modulation. 190,000 tested, 0.3% active. HeLa beta-catenin nuclear translocation, immunofluorescence imaging. nuclear translocation activity, % at 5 µM. AID 1665;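 active = nuclear translocation activity above 50% at 5 µM, with a well cell count of 50 or more; inconclusive = wells under 50 cells across six images, flagged as toxic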;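 note: per-cell ratio of nuclear to cytoplasmic median beta-catenin stain intensity; plate controls were DMSO negative control for no effect and GSK-3 inhibitor IX positive control for full effect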
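Test system: human HeLa cells, endogenous beta-catenin. Times: 24 h compound exposure, 37°C. Measured by: beta-catenin immunofluorescence imaging with DAPI.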
WT yeast gro inh mutant strain – also measured in WT yeast gro inh; calls as there; inhibition, %; mitochondrial fusion phenotypic screen, mutant strain inhibition
Dynein transport cytoplasmic EGFP – recorded beside Dynein transport, whose call it bears; z-score; measured here: cytoplasmic GR-EGFP intensity; active compounds read high
Dynein transport nuclear GR-EGFP – second read-out of Dynein transport, no call of its own (marks repeat the call); z-score; measured here: nuclear GR-EGFP intensity;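 lower value marks the stronger effect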
Dynein transport cell count – further read-out of Dynein transport, marked with its call; z-score; measured here: cell count per field
Ins promoter up cell count – further read-out of Ins promoter up, marked with its call; cell count; measured here: cytotoxicity, nuclei count;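 total cells summed across four imaged fields per well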
Hep lipid drop cells 6.5 µM – second read-out of Hep lipid drop, no call of its own (marks repeat the call); cell count; measured here: cell count, cytotoxicity flag;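 cells counted across two imaged fields per well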
bCat nuc transl cell count 5 µM – also measured in bCat nuc transl; calls as there; cell count; measured here: cell count, cytotoxicity flag
MT stabilizer Hoechst-high % – further read-out of MT stabilizer, marked with its call; % Hoechst-high responders; measured here: nuclear condensation Hoechst responders;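 share of cells brighter than vehicle mean plus two SD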
MT stabilizer cytotoxicity % – also measured in MT stabilizer; calls as there; toxicity, %; measured here: cytotoxicity by cell density;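 0% = mean cell density of plate MIN control wells and 100% = no cells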
Autophagy HCS cell loss 18 h – second read-out of Autophagy HCS, no call of its own (marks repeat the call); toxicity, %; measured here: cell loss, nuclei count;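 cell loss after 18 h compound exposure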
The depositor's hits bear a star; i = inactive; ? = inconclusive; / = no result given. Not all compounds are listed; rates above refer to the full screens.

Below each compound: Dynein transport, Dynein transport cytoplasmic EGFP, Dynein transport nuclear GR-EGFP, Dynein transport cell count, Ins promoter up, Ins promoter up cell count, XIAP antagonists, MT stabilizer, MT stabilizer Hoechst-high %, MT stabilizer cytotoxicity %, Autophagy HCS, Autophagy HCS cell loss 18 h, Hep lipid drop, Hep lipid drop cells 6.5 µM, WT yeast gro inh, WT yeast gro inh mutant strain, ER stress rescue, bCat nuc transl, bCat nuc transl cell count 5 µM
(1) COc1cc2c(cc1OC)CN(c1ccc([N+](=O)[O-])c(C(F)(F)F)c1)CC2
 : -1.8, 0.055, -0.75, 0.035, -0.33, 1282, 43%, 4.8, 3.7, 7.7, i, 19, -2, 675, 13, 27, -1.4%, -1.5, 1112
(2) Cn1c(O)c(C(=N)COc2ccccc2)c(=O)n(C)c1=O
 : -0.32, 0.23, -0.53, 0.7, /, /, -1.9%, 0.9, 2.2, 12, i, 1, /, /, 8, 16, -0.1%, /, /
(3) O=c1[nH]c(=O)n(C2CCCCC2)c(O)c1/C=C/C=Nc1ccccc1
 : -0.59, 1.6, 0.75, -0.52, 0.77, 1051, /, /, /, /, /, /, 0, 677, /, /, /, 0.1, 1300
(4) Cc1ccc(N2C(=O)NC(=O)C3(Cc4ccccc4N4CCN(c5ccccc5)CC43)C2=O)cc1 (stereo unspecified)
 : -0.14, -0.26, -0.1, 0.73, 0.25, 1216, -3.2%, 2.8, 1.9, 4.4, i, -2, /, /, 10, -13, -1.9%, 0.8, 1169
(5) c1cc(CCN2CCCC2)ccn1
 : 0.042, -0.18, -0.16, -0.28, 0.2, 1399, /, /, /, /, /, /, 10, 715, /, /, /, -1.9, 1189
(6) O=C(COc1ccccc1F)N1CCN(CCN2C(=O)c3cccc4cccc(c34)C2=O)CC1
 : 0.9, -0.35, 0.62, 0.45, /, /, -2.6%, 3.0, 1.5, 7.7, i, 0, 0, 664, 0, 16, 1.6%, 1.4, 1070
(7) C=Cn1ccnc1P(=S)(c1ccn(C)c1)c1nccn1C=C
 : -0.36, -0.33, -0.012, 0.14, 0.15, 1057, -4.3%, 3.7, 2.7, 4.0, i, 1, /, /, 10, -2, 1.4%, -1.8, 1017
(8) CC(C)N1CC=C(c2c[nH]c3ccccc23)CC1
 : -0.88, -0.19, -0.2, 0.41, -0.21, 1398, -1.8%, 4.2, 2.5, 0.9, i, 20, /, /, 1, 4, 0.6%, -5.0, 861
(9) O=C(Cn1cc(C(=O)c2ccccc2F)c2ccccc21)NCc1ccco1
 : 0.23, 0.023, 0.41, -0.031, 0.39, 1212, -14%, 3.1, 4.2, 5.4, i, 2, 1, 724, -12, -11, -2.6%, /, /
(10) CSc1ncc(/C=C2/C(=O)NC(=O)N(C)C2=O)cn1
 : 0.15, 0.013, 0.84, 0.33, 0, 1537, -21%, 2.8, 1.0, 6.5, i, -6, /, /, -7, -2, -0.3%, 0.6, 1375
(11) COCCOC(=O)C1=C(N)Oc2c(c(=O)oc3ccccc23)[C@@]12C(=O)Nc1ccccc12
 : /, /, /, /, /, /, -3.6%, /, /, /, /, /, 10, 756, 12, -1, -2.0%, -6.6, 1182
(12) CC(C)c1ccc(-n2c(O)c(/C=N/NC(=O)c3ccncc3)c(=O)[nH]c2=O)cc1
 : -0.28, -0.19, -0.16, -0.18, 1.5, 1484, -8.0%, 6.5, 2.1, 5.8, i, 7, -5, 541, 10, 10, -2.9%, -0.9, 1126
(13) C=CCN1C(=O)NC(=O)C(Cc2ccc(OC)c(OC)c2)C1=O (stereo unspecified)
 : 0.56, 0.07, 0.93, 1.5, /, /, -5.4%, 7.8, 5.5, 95, i, 2, ?, /, 22, -4, -3.8%, -0.3, 1001
(14) CC(=NCCO)c1c(O)n(C)c(=O)n(C)c1=O
 : -0.64, -0.039, 0.22, 0.14, 0.59, 1073, -2.3%, 4.3, 2.8, 7.8, i, 9, /, /, 3, 9, -1.6%, -6.3, 921
(15) CC(=O)OC1(c2ccc(C)cc2)CN2CCC1c1ccccc12 (stereo unspecified)
 : -0.53, -0.33, 0.0061, 0.36, 0.59, 814, -7.7%, 1.4, 1.3, 6.1, i, 11, -7, 734, -2, -1, 1.4%, /, /
(16) CC(C(=O)c1c[nH]c2ccccc12)N1CCc2ccccc2C1 (stereo unspecified)
 : -0.12, -0.17, -0.029, 0.45, -1.2, 719, -3.0%, 1.6, 1.8, 11, i, 4, /, /, -44, -14, -1.8%, -7.5, 903
(17) OC(Cn1c2ccccc2c2ccccc21)C[n+]1cccc2ccccc21 (stereo unspecified)
 : 0.052, -0.16, -0.6, 0.56, /, /, -1.5%, 2.3, 1.6, 2.5, i, 0, /, /, 34, 9, -6.6%, /, /
(18) COc1cc2[nH]c(=S)n(-c3ccccc3)c(=O)c2cc1OC
 : 1.8, 0.097, 0.79, -0.12, -0.34, 1580, -5.0%, 3.9, 1.7, 14, i, 4, 19, 694, 8, 13, -0.3%, 0.8, 803
(19) CCOC(=O)C1=C(N)OC2=C(C(=O)CCC2)C12C(=O)N(C)c1ccccc12 (stereo unspecified)
 : -0.66, -0.26, 0.25, 0.093, 0.3, 1022, /, /, /, /, /, /, -10, 716, /, /, /, -1.6, 1325
(20) CNS(=O)(=O)c1ccc(N=Cc2c(O)n(-c3ccccc3)c(=O)[nH]c2=O)cc1
 : -1.6, -0.24, -0.94, 4.3, -0.42, 1562, -8.6%, 1.7, 1.2, 0.5, i, 3, 0, 696, -23, 4, -1.1%, -5.1, 1042
(21) CN(C)C(=O)Oc1ccnc2cc(Cl)ccc12
 : 0.85, -0.35, 0.07, -0.69, -0.35, 1525, -5.7%, 3.0, 1.8, 0.7, i, 4, -4, 700, -9, 9, -0.2%, -0.2, 1457
(22) CCC(=NCc1ccco1)c1c(O)[nH]c(=O)[nH]c1=O
 : 0.14, -0.068, 0.13, 0.18, -1.2, 960, -4.5%, 2.2, 1.8, 8.1, i, -4, 0, 708, -12, 13, 3.1%, -0.6, 1200
(23) CCC(C)N1Cc2ccccc2C1=N (stereo unspecified)
 : 1.2, -0.21, 1.2, -0.15, -0.77, 1533, 3.0%, 3.6, 2.2, 1.0, i, 20, /, /, 0, -5, -1.3%, 0.1, 1473
(24) Cn1c(O)c(/C=N/N2CCOCC2)c(=O)n(C)c1=S
 : -0.56, -0.2, 0.14, 0.084, -0.55, 1019, /, /, /, /, /, /, -5, 666, /, /, /, -0.4, 1276
(25) CCCOc1ccccc1C1SCC(=O)Nc2c1c(=O)[nH]n2C(C)CCC (stereo unspecified)
 : 0.66, -0.071, 0.53, -0.11, 0.33, 1175, -6.6%, 4.0, 1.5, 13, i, -51, /, /, 0, 0, 0.3%, -2.8, 980
(26) O=C(C1CC(c2ccc(F)cc2)=NO1)N1CCC2(CC1)OCCO2 (stereo unspecified)
 : -0.4, -0.14, -0.37, 0.22, /, /, -3.6%, 3.4, 1.7, 2.9, i, 3, 4, 759, -3, -4, -0.5%, /, /
(27) Cn1cc(C=C(C#N)C#N)c2ccccc21
 : 1.8, -0.0091, 1.4, -2, 0.03, 1462, -3.4%, 2.7, 1.6, 4.7, i, -11, 9, 738, 16, 8, 0.8%, 0.4, 952
(28) N=C1C(c2ccccc2)=C(O)CN1Cc1ccco1
 : 0.015, -0.2, 0.16, -0.17, 0.23, 1472, -6.4%, 1.3, 2.9, 8.5, i, -4, /, /, -10, -70, 0.3%, -4.5, 959
(29) CC(C)n1c(=O)c(C=Nc2cccc([N+](=O)[O-])c2)c(O)n(CCc2ccccc2)c1=O
 : 1, -0.14, 1.5, -1.2, -0.11, 1200, -1.1%, 3.0, 1.4, 2.2, i, 19, 21, 600, 27, 15, -1.2%, 0.8, 491

Entries from the list above that contain a furan ring, fused or not (three):
Below each compound: Dynein transport, Dynein transport cytoplasmic EGFP, Dynein transport nuclear GR-EGFP, Dynein transport cell count, Ins promoter up, Ins promoter up cell count, XIAP antagonists, MT stabilizer, MT stabilizer Hoechst-high %, MT stabilizer cytotoxicity %, Autophagy HCS, Autophagy HCS cell loss 18 h, Hep lipid drop, Hep lipid drop cells 6.5 µM, WT yeast gro inh, WT yeast gro inh mutant strain, ER stress rescue, bCat nuc transl, bCat nuc transl cell count 5 µM
(9) O=C(Cn1cc(C(=O)c2ccccc2F)c2ccccc21)NCc1ccco1
 : 0.23, 0.023, 0.41, -0.031, 0.39, 1212, -14%, 3.1, 4.2, 5.4, i, 2, 1, 724, -12, -11, -2.6%, /, /
(22) CCC(=NCc1ccco1)c1c(O)[nH]c(=O)[nH]c1=O
 : 0.14, -0.068, 0.13, 0.18, -1.2, 960, -4.5%, 2.2, 1.8, 8.1, i, -4, 0, 708, -12, 13, 3.1%, -0.6, 1200
(28) N=C1C(c2ccccc2)=C(O)CN1Cc1ccco1
 : 0.015, -0.2, 0.16, -0.17, 0.23, 1472, -6.4%, 1.3, 2.9, 8.5, i, -4, /, /, -10, -70, 0.3%, -4.5, 959
